Bioassay records as filed in PubChem.
Insulin prom inh: TRM-6 insulin promoter activity inhibition. inhibition, % at 2 µM. 130,000 tested, 0.9% active. TRM-6 cells (human fetal islet line), insulin promoter-eGFP reporter, imaging; reporter expression induced with tamoxifen. AID 1273;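 active = inhibition above the mean plus 3 SD, with well images judged a real hit on visual review, cut at about 60% in these data, passing the limit was not always enough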
sdo1 growth: restores growth of sdo1-depleted yeast. S. cerevisiae sdo1-depleted JHY4D growth rescue, OD600 30 h; stronger effect = higher value; pdr5 snq2 efflux-pump mutant strain. z-score at 10 µM. 140,000 tested, 0.21% active;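 active = z-score above 3 at both the 24 hr and the 30 hr optical density reads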;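 note: z-score against mean and SD of all compound wells on the same plate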
sdo1 growth Rescue 24 h: also measured in sdo1 growth; calls as there; z-score; S. cerevisiae sdo1-depleted JHY4D growth rescue, OD600; measured here: growth rescue at 24 h;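 0 is the plate mean of compound wells and units are plate SD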
Starred values were filed as active, the others as inactive; [ ] = dose if it differs, or a comment. A portion of the library; rates above refer to the full screens.

Screening Cn1c(SCC(=O)NCc2cccs2)nnc1-c1ccc(O)cc1 returned Insulin prom inh -21.
Screening O=C(NC1CCN(Cc2ccccc2)CC1)c1ccc2c(c1)[nH]c(=O)n2Cc1ccc(F)cc1 returned Insulin prom inh -219.
Screening CC(=O)N[C@H]1C[C@@H]1c1ccccc1 returned Insulin prom inh -338, sdo1 growth 0.03 and sdo1 growth Rescue 24 h -0.56.
CCCc1cc(=O)n2c([nH]c3ccccc32)c1C#N was read as Insulin prom inh -7, sdo1 growth 0.02 and sdo1 growth Rescue 24 h -0.09.
Cc1nn(-c2ccccc2)c(C)c1CCC(=O)O was read as sdo1 growth 1.6 and sdo1 growth Rescue 24 h 2.
For O=C(O)C1OC2OC3(CCCCC3)OC2C2OC3(CCCCC3)OC12 (configuration not stated) the results were Insulin prom inh 3, sdo1 growth 1.1 and sdo1 growth Rescue 24 h 0.56.
Screening Cc1ccc(N2CCN(c3ccc(C)cc3)C(CC(=O)O)C2=O)cc1 (configuration not stated) returned Insulin prom inh 44, sdo1 growth 0.84 and sdo1 growth Rescue 24 h 0.8.
Fc1cc(F)c2nc(N3CCOCC3)sc2c1 was read as sdo1 growth 0.06 and sdo1 growth Rescue 24 h -0.46.
For COC(CNC(=O)c1cc(Sc2nnc(C)s2)nc2ccccc12)OC the results were Insulin prom inh 23, sdo1 growth -0.39 and sdo1 growth Rescue 24 h -1.2.
For Cc1ccc(S(=O)(=O)N2CCN(C(=O)c3ccccc3)C2)cc1[N+](=O)[O-] the results were Insulin prom inh 0.
`COc1ccc(Cn2c(SCc3cc(C)ccc3C)nc3cc(OC)c(OC)cc3c2=N)cc1` gave Insulin prom inh 3, sdo1 growth -3.1 and sdo1 growth Rescue 24 h -2.6.
`CCOc1ccc(CNC(=O)CCCOc2cc(=O)n(C)c3ccccc23)cc1` gave Insulin prom inh 47, sdo1 growth 0.29 and sdo1 growth Rescue 24 h 0.39.
S=c1sc(SCCOc2ccccc2)nn1-c1ccccc1 was read as Insulin prom inh -233, sdo1 growth -0.28 and sdo1 growth Rescue 24 h -0.34.
`CCN(CC)CCOc1ccc2c(c1)C(=NO)c1cc(OCCN(CC)CC)ccc1-2` gave Insulin prom inh -5, sdo1 growth 1.6 and sdo1 growth Rescue 24 h 1.3.
CCN1C=C(Cc2cccs2)C2=C(C1)C(c1cccs1)C(C#N)=C(N)O2 (configuration not stated) was read as sdo1 growth -0.82 and sdo1 growth Rescue 24 h -0.27.
For NCC(O)COCCC12CC3CC(CC(C3)C1)C2 (configuration not stated) the results were Insulin prom inh 15, sdo1 growth 0.05 and sdo1 growth Rescue 24 h -0.81.
For Cn1ccnc1SCCC#N the results were sdo1 growth 0.44 and sdo1 growth Rescue 24 h 0.18.
Screening CCC(=O)N1CCc2cc(S(=O)(=O)NC(C(=O)NCc3ccccc3)C(C)C)ccc21 (configuration not stated) returned sdo1 growth 0.76 and sdo1 growth Rescue 24 h 1.8.
Screening CCc1ccc(NC(=O)C(CC)c2ccccc2)cc1 (configuration not stated) returned Insulin prom inh 50, sdo1 growth -1.2 and sdo1 growth Rescue 24 h -0.98.
`CCOc1ccc(C(C(=O)NC2CCCCC2)N(C(=O)Cc2cccs2)c2ccc(-n3cnnn3)c(OC)c2)cc1` (configuration not stated) gave sdo1 growth -0.62 and sdo1 growth Rescue 24 h 0.4.
For O=C(CCCC(=O)OCC(=O)c1cccs1)Nc1ccc(Oc2ccccc2)cc1 the results were Insulin prom inh 7, sdo1 growth 0.17 and sdo1 growth Rescue 24 h 0.12.
Screening CCCCCN(C(=O)NC(=O)Nn1cnnc1)S(C)(=O)=O returned sdo1 growth 0.22 and sdo1 growth Rescue 24 h -0.33.
Screening COC(=O)c1ccc(N)cc1O returned Insulin prom inh -33, sdo1 growth 3 and sdo1 growth Rescue 24 h 1.6.
Cc1ccccc1-c1ccc(=O)n(CC(=O)Nc2ccc(N3CCOCC3)cc2)n1 was read as sdo1 growth 1.3 and sdo1 growth Rescue 24 h 1.6.
`Cc1cc(C)nc(NC(=O)Cc2ccc(Br)cc2)n1` gave Insulin prom inh 43.
`CC(=O)Nc1nc(C)nc(C)c1C(C)=O` gave Insulin prom inh -129, sdo1 growth 2.1 and sdo1 growth Rescue 24 h 1.1.
Screening O=c1[nH]c(CN2CCOCC2)nc2ccccc12 returned Insulin prom inh 20.
`Cc1nn(-c2ccccc2)c(N)c1N=Nc1cccnc1` gave Insulin prom inh 0.
`O=C(CCSCCc1ccccn1)Nc1cccc([N+](=O)[O-])c1` gave Insulin prom inh -57.
For Cc1c(C(=O)N2CCC(Cc3ccccc3)CC2)sc2ncnc(N3CCC(C)CC3)c12 the results were Insulin prom inh -43.
Screening CCN(CC)CCN1C(=O)c2ccccc2NC1c1cc(OC)c(OC)c(OC)c1 (configuration not stated) returned Insulin prom inh -78, sdo1 growth 0.14 and sdo1 growth Rescue 24 h -0.55.
CCOC(=O)Cn1c(CN2CCOCC2)nc2c1c(=O)n(C)c(=O)n2C was read as sdo1 growth -1.7 and sdo1 growth Rescue 24 h -1.6.
Screening CC12CN(C(=O)c3ccc(Cl)cc3)C3(C#N)CC1CCC23C (configuration not stated) returned Insulin prom inh -31, sdo1 growth -1.1 and sdo1 growth Rescue 24 h -0.68.
For S=C(NCCc1ccc(Cl)cc1)NC1CCCC1 the results were Insulin prom inh 6.
For O=C(COC(=O)CNS(=O)(=O)c1ccccc1)Nc1ccc(Cl)cn1 the results were Insulin prom inh 0, sdo1 growth 1.1 and sdo1 growth Rescue 24 h 1.
Screening CCOC(=O)C1CCCCN1Cc1ccc(F)cc1 (configuration not stated) returned Insulin prom inh 3, sdo1 growth -0.14 and sdo1 growth Rescue 24 h -0.38.
Cc1ccc(/C=N/Nc2nc(C(C)(C)C)cs2)o1 was read as Insulin prom inh -6, sdo1 growth 0.87 and sdo1 growth Rescue 24 h 0.78.
Screening O=C(c1ccc([N+](=O)[O-])cc1)N1CCSC1c1ccccc1 (configuration not stated) returned sdo1 growth 1.4 and sdo1 growth Rescue 24 h 1.7.
For O=C(/C(=C/O)N=Nc1ccccc1)c1ccncc1 the results were Insulin prom inh 21, sdo1 growth -0.25 and sdo1 growth Rescue 24 h 0.33.
For CCOC(=O)Cc1csc(NC(=O)/C=C/c2ccc(OC)cc2)n1 the results were Insulin prom inh 58.
Screening CC(NC(=S)NCCc1ccccc1)C(c1cccs1)N1CCN(Cc2ccccc2)CC1 (configuration not stated) returned Insulin prom inh -14, sdo1 growth -1.2 and sdo1 growth Rescue 24 h -1.2.
`Cc1ccc(-c2nc3ccccc3c(=O)n2NC(=S)N(C)C)cc1` gave Insulin prom inh 24, sdo1 growth 0.45 and sdo1 growth Rescue 24 h 0.27.
Screening CCOC(=O)N1CCN(C(=O)c2ccc3nc(N4CCCCC4)sc3c2)CC1 returned Insulin prom inh 0, sdo1 growth 0.3 and sdo1 growth Rescue 24 h 0.29.
For CCCCC(=O)Nc1ccc(C(=O)NCCc2ccccc2)cc1 the results were Insulin prom inh 39, sdo1 growth -0.04 and sdo1 growth Rescue 24 h -0.44.
O=C(CO/N=C/c1ccccc1)Nc1c(F)c(F)c(F)c(F)c1F was read as Insulin prom inh 18.

9 compounds already listed, arranged by number of heavy atoms, high to low.
Screening CC(NC(=S)NCCc1ccccc1)C(c1cccs1)N1CCN(Cc2ccccc2)CC1 (configuration not stated) returned Insulin prom inh -14, sdo1 growth -1.2 and sdo1 growth Rescue 24 h -1.2.
Screening CCN(CC)CCN1C(=O)c2ccccc2NC1c1cc(OC)c(OC)c(OC)c1 (configuration not stated) returned Insulin prom inh -78, sdo1 growth 0.14 and sdo1 growth Rescue 24 h -0.55.
Screening CCOC(=O)N1CCN(C(=O)c2ccc3nc(N4CCCCC4)sc3c2)CC1 returned Insulin prom inh 0, sdo1 growth 0.3 and sdo1 growth Rescue 24 h 0.29.
CCOC(=O)Cn1c(CN2CCOCC2)nc2c1c(=O)n(C)c(=O)n2C was read as sdo1 growth -1.7 and sdo1 growth Rescue 24 h -1.6.
For O=C(COC(=O)CNS(=O)(=O)c1ccccc1)Nc1ccc(Cl)cn1 the results were Insulin prom inh 0, sdo1 growth 1.1 and sdo1 growth Rescue 24 h 1.
For CCOC(=O)Cc1csc(NC(=O)/C=C/c2ccc(OC)cc2)n1 the results were Insulin prom inh 58.
Screening O=C(c1ccc([N+](=O)[O-])cc1)N1CCSC1c1ccccc1 (configuration not stated) returned sdo1 growth 1.4 and sdo1 growth Rescue 24 h 1.7.
For O=C(/C(=C/O)N=Nc1ccccc1)c1ccncc1 the results were Insulin prom inh 21, sdo1 growth -0.25 and sdo1 growth Rescue 24 h 0.33.
Cc1ccc(/C=N/Nc2nc(C(C)(C)C)cs2)o1 was read as Insulin prom inh -6, sdo1 growth 0.87 and sdo1 growth Rescue 24 h 0.78.

Going on with the list.
Screening Nc1nc(CN2CCN(c3ccccc3)CC2)nc(N2CCCc3ccccc32)n1 returned sdo1 growth -0.66 and sdo1 growth Rescue 24 h -1.1.
CCN(CC)CCCn1c(C)cc2c(c1=O)C(c1ccccc1)C(C#N)=C(N)O2 (configuration not stated) was read as Insulin prom inh -56, sdo1 growth -0.53[12.3 µM] and sdo1 growth Rescue 24 h -0.77.
Screening O=C(CCn1nnc(-c2cccs2)n1)NCc1ccccc1Cl returned sdo1 growth -0.24 and sdo1 growth Rescue 24 h -0.16.
For COc1nc(-c2ccccc2)ccc1-c1noc(COc2ccccc2)n1 the results were Insulin prom inh 39, sdo1 growth -0.12 and sdo1 growth Rescue 24 h -0.22.
Screening CN(CC(=O)Nc1ccc(F)c(F)c1)S(=O)(=O)c1cccc2nsnc12 returned Insulin prom inh -57, sdo1 growth -0.25 and sdo1 growth Rescue 24 h 0.69.
CCCn1c(NCc2ccccc2NS(=O)(=O)c2ccc(C)cc2)nc2ccccc21 was read as Insulin prom inh -11, sdo1 growth -0.88 and sdo1 growth Rescue 24 h -1.1.
Screening O=C(COC(=O)c1c2c(nc3ccccc13)CCCCC2)NCc1ccc2c(c1)OCO2 returned sdo1 growth -0.78 and sdo1 growth Rescue 24 h -0.37.
`COC(=O)c1sccc1NC(=S)N1CCN(c2cc(C)ccc2C)CC1` gave Insulin prom inh -45, sdo1 growth 0.4 and sdo1 growth Rescue 24 h 0.79.
Screening Cc1ccccc1/C=C/c1cc[n+](C)cc1 returned Insulin prom inh 43.
CCOC(=O)c1c(NC(=O)C2=C(C)NC(=S)NC2c2ccc(C)cc2)sc(C)c1C (configuration not stated) was read as sdo1 growth -2 and sdo1 growth Rescue 24 h -2.2.
Screening CCCc1cc(C(=O)Nc2cc(Br)ccc2O)no1 returned Insulin prom inh 0, sdo1 growth -1.6 and sdo1 growth Rescue 24 h -1.2.
Screening CCOc1ccccc1N1CCN(C(=O)c2c(C)noc2C)CC1 returned Insulin prom inh -167, sdo1 growth 0.09 and sdo1 growth Rescue 24 h -0.09.
CN1C(=O)SC(Nc2cccc3ccccc23)C1=O (configuration not stated) was read as Insulin prom inh 50, sdo1 growth -2.1 and sdo1 growth Rescue 24 h -1.8.
Screening CCOC(=O)c1c(-c2ccc(C)o2)csc1NC(=O)CN(C)CC(=O)Nc1ccc(C)cc1 returned Insulin prom inh 11, sdo1 growth -0.29 and sdo1 growth Rescue 24 h 1.6.
`Cc1nc2c(C(=O)NCCc3ccccc3Cl)c[nH]n2c(=O)c1Cl` gave Insulin prom inh 11, sdo1 growth 0.82 and sdo1 growth Rescue 24 h -0.33.
For CCOc1ccc(NC(=S)NC(=O)/C=C/c2ccc(OC)c(OC)c2)c([N+](=O)[O-])c1 the results were sdo1 growth 0.07 and sdo1 growth Rescue 24 h -0.32.
For CCOC(=O)N1CCN(CC(O)COC(CC)c2ccccc2)CC1 (configuration not stated) the results were sdo1 growth -0.29 and sdo1 growth Rescue 24 h -0.67.
Screening Cc1cc(N/C(=N/S(=O)(=O)c2cc(F)ccc2F)c2ccccc2)n(-c2ccccc2)n1 returned Insulin prom inh -73.
C=CCNC(=O)c1ccc2c(c1)nnn2C was read as sdo1 growth 1.3 and sdo1 growth Rescue 24 h 1.2.
For COc1ccc(-c2cc(C(F)(F)F)n3nc(C(=O)NCCCn4ccnc4)cc3n2)cc1 the results were Insulin prom inh 39, sdo1 growth -0.18 and sdo1 growth Rescue 24 h -0.15.
`Cc1ccc(C)c(Nc2ncnc(N)c2[N+](=O)[O-])c1` gave Insulin prom inh 18, sdo1 growth -0.44 and sdo1 growth Rescue 24 h -0.15.
`C/C(=C\C(=O)c1ccc(C)o1)Nc1ccc(C(=O)O)cc1C` gave Insulin prom inh 63, sdo1 growth 0.71 and sdo1 growth Rescue 24 h 0.38.
For CCOc1cc(/C=C(\C#N)c2nc(-c3cccs3)c(NC(C)=O)s2)ccc1O the results were Insulin prom inh 6, sdo1 growth 0.02 and sdo1 growth Rescue 24 h 1.5.
Screening NCCc1ccc(O)c(O)c1 returned Insulin prom inh 43, sdo1 growth 0.14 and sdo1 growth Rescue 24 h 0.11.
`Cc1cccc(N2CCN(Cc3cc(=O)n4ccsc4n3)CC2)c1C` gave Insulin prom inh -32, sdo1 growth 0.53 and sdo1 growth Rescue 24 h 0.54.
COc1ccc(CSc2nc(C)cc(C)c2S(C)(=O)=O)cc1 was read as Insulin prom inh 36.
Screening CN1C(=O)C2ON(c3ccccc3)C(c3cccs3)C2C1=O (configuration not stated) returned Insulin prom inh 38, sdo1 growth 1.1 and sdo1 growth Rescue 24 h 0.41.
For CCC(=O)Nc1ccc(C(=O)CSc2nnc(-c3ccc(O)cc3)n2CC2CCCO2)cc1OC (configuration not stated) the results were Insulin prom inh 34, sdo1 growth 0.52 and sdo1 growth Rescue 24 h 0.14.
CC1CCc2nc(NC(=O)CSc3nc4ccccc4o3)sc2C1 (configuration not stated) was read as Insulin prom inh -28, sdo1 growth 0.63 and sdo1 growth Rescue 24 h 2.1.
CC(C)CN1C(=O)c2ccccc2C1(O)Cc1ccccc1 (configuration not stated) was read as Insulin prom inh -66, sdo1 growth -1.3 and sdo1 growth Rescue 24 h -0.63.
